Screens as filed in PubChem.
Hsp70 inhibitors: Hsp70 inhibitors, probe displacement, primary screen, biochemical, fluorescence polarization (AID 583). Hsp70 fluorescence polarization probe displacement, mP; higher % means a stronger effect. displacement, % at 20 µM; hits with a dose series show IC50 in µM. hit rate 0.06% among 140,000; in the data active means displacement above about 50%;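 further: plate controls were vehicle for no effect and reference ligand for full effect; a part of the inactive calls stands beside numbers as strong as those of hits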
MKP-3 inhibition: MKP-3 phosphatase inhibitors, primary screen, biochemical, rat enzyme, in vitro (AID 425). recombinant MKP-3 phosphatase activity, fluorescence; higher % means a stronger effect. one-dose inhibition, % at 20 µM; IC50 in µM for titrated hits. hit rate 0.17% among 110,000; in the data active means inhibition above about 50%;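 further: plate controls were vehicle for no effect and reference inhibitor for full effect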
Numbers without * were called inactive; / = no result given; & = joins results of further samples. The list is partial (hit frequency here may not be typical).

Hsp70 inhibitors | MKP-3 inhibition | smiles
-16.7% | 0.2% | O=C(N/N=C/c1ccc(O)cc1O)c1ccc([N+](=O)[O-])cc1
1.6% | 1.8% | Cc1c(C)c2ccc(OCC(=O)c3ccc(-c4ccccc4)cc3)cc2oc1=O
5.3% | -4.7% | COc1ccccc1OCC(=O)OCC(=O)Nc1ncc(Cl)cc1Cl
-0.5% | -6.5% | Cc1[nH]nc2c1C1(CCC3(CC1)OCCO3)C(C#N)=C(N)O2
-0.2% | 0.2% | O=C(Nn1cnnc1)c1cccc(Cl)c1
-0.4% | 0.8% | CCOC(=O)C(Cc1cc(C(C)=O)ccc1OCC)C(=O)OCC
/ | -5.3% | CCOC(=O)CSc1nc(N)c(C#N)c(-c2cccs2)c1C#N
-3.3% | / | COc1ccccc1-n1cnnc1SCC(=O)N1CC(=O)Nc2ccccc21
0.8% | 5.2% | Cc1occc1C(=O)NCc1cccc(CNC(=O)c2ccoc2C)c1
4.7% | 5.2% | CCCCCN1C(=O)/C(=C2\SC(=S)NC2=O)c2ccccc21
4.6% | 8.0% | COc1ccc(OC)c(CCNC(=O)C2CCN(c3nnc(-n4cccc4)s3)CC2)c1
7.9% | 3.6% | Nc1ncnc2nc(Sc3ccc(Cl)cc3)[nH]c12
1.1% | -18.1% | Cn1c(C(=O)OCC(=O)NCCc2ccccc2)cc2sccc21
-1.4% | -4.6% | COc1ccccc1-c1cc(C(F)(F)F)nc(N2CCCC2)n1
2.5% | 5.2% | O=C1c2cccc3cccc(c23)C(=O)N1/N=C/c1ccc(Cl)cc1
/ | 7.3% | CCOC(=O)c1sc(NC(=O)CSc2nnc(Cc3ccccc3)o2)c(C#N)c1C
5.5% | -11.6% | O=C(O)c1cc(-c2ccco2)[nH]n1
-3.1% | 2.1% | Cc1ccc(OCC(=O)N2CCN(c3ccc([N+](=O)[O-])cc3)CC2)cc1
6.0% | 5.7% | COc1ccc(NC(=O)C2CCCN(S(=O)(=O)c3cccnc3)C2)c(OC)c1 (stereo not drawn)
-3.7% | 3.6% | COc1ccc(/C=C/C(=O)Nc2nc(-c3ccccc3)cs2)cc1S(=O)(=O)N1CCCCC1
0.6% | 2.0% | Cc1ccc(C(=O)N(C(=O)c2ccc(C)c(C)c2)c2ccccn2)cc1C
0.7% | -6.6% | O=C(Cn1nc(-c2ccc(Cl)cc2)ccc1=O)NCC1CCCO1 (stereo not drawn)
3.2% | -0.3% | CCOC(=O)C1=C(C)N=c2s/c(=C\c3ccccc3)c(=O)n2C1/C=C/c1ccccc1 (stereo not drawn)
-0.3% | 2.7% | N#CC1=C(N)Oc2cc(N)ccc2C1c1ccc(OCc2ccccc2)cc1 (stereo not drawn)
-2.0% | -0.9% | CCSc1cnc(-c2ccccc2)n1CC

Reprinted from the part before: two compounds, followed by the next part.
Hsp70 inhibitors | MKP-3 inhibition | smiles
-0.3% | 2.7% | N#CC1=C(N)Oc2cc(N)ccc2C1c1ccc(OCc2ccccc2)cc1 (stereo not drawn)
-2.0% | -0.9% | CCSc1cnc(-c2ccccc2)n1CC
-1.6% | / | CCC(C)NCc1ccc(C(=O)OC)o1 (stereo not drawn)
0.0% | 2.1% | COc1ccccc1CNC(=O)c1ccc(NS(=O)(=O)c2c(C)noc2C)cc1
3.1% | 4.5% | O=C(COc1ccccc1)N1CCN(S(=O)(=O)c2cccs2)CC1
-2.0% | -6.4% | CCOC(=O)CSc1nc2ccccc2n2cnnc12
10.8% | / | Cc1ccc(OC(=O)c2cccc(C(=O)Oc3ccc(C)cc3)n2)cc1
/ | -4.5% | COc1cc2[nH]c(=O)n(CCCCCC(=O)NCCCN3CCCC3=O)c(=O)c2cc1OC
-1.1% | 0.3% | CC(C)(C#N)N([O-])C=C[N+](=O)C(C)(C)C#N
9.1% | 20.0% | Cc1ccc2nc3c(N)c(Cl)cc4c3c(c2c1)-c1ccccc1C4=O
-2.9% | -2.1% | O=S(=O)(NOCc1ccccc1)c1ccccc1
24.5% | -0.5% | O=C(COc1ccc([N+](=O)[O-])cc1)Nc1cccc2nsnc12
3.2% | / | CCN(CC(=O)NC1CCS(=O)(=O)C1)c1ccc(S(C)(=O)=O)cc1[N+](=O)[O-] (stereo not drawn)
-1.3% | 2.7% | CCOC(=O)C1=C(N)Oc2cc(O)ccc2C1c1ccccc1 (stereo not drawn)
1.6% | / | O=C(Cc1ccccc1)N1CCCC(c2nc(-c3ccc(S(=O)(=O)N4CCCC4)cc3)no2)C1 (stereo not drawn)
1.4% | 0.9% | CCc1ccc(NC(=O)CNS(=O)(=O)c2c(C)noc2C)cc1
7.2% | -7.2% | O=C(C1CCC(CNc2c(N3CCOCC3)c(=O)c2=O)CC1)N1CCN(c2ccccc2)CC1 (stereo not drawn)
-3.6% | -3.6% | CCOc1cc(-c2nc(-c3ccc(OC)cc3)no2)cc(OCC)c1OCC
-3.3% | 1.0% | CCOC(=O)Cc1csc(SCn2nnc3ccccc3c2=O)n1
-3.9%&2.3% | 7.0% | O=C(c1cccnc1)N1CCN(C(=O)c2ccco2)CC1
2.8% | 0.6% | COc1ccc(N2C(=O)CCC(C(=O)O)C2c2ccc(F)cc2)cc1 (stereo not drawn)
4.2% | 1.7% | CC(=O)N1CCc2cc(S(=O)(=O)NC(CC(C)C)C(=O)N3CCc4ccccc4C3)ccc21 (stereo not drawn)
-19.5% | 3.5% | O=c1[nH]c2ccccc2nc1/C=C(\O)c1cccs1
-0.1% | -0.3% | O=C(NN1CCOCC1)c1ccc(-c2ccccc2)cc1
5.3% | -13.7% | CC1CN(C2CC(C)(C)NC(C)(C)C2)CCC1=O (stereo not drawn)
-3.3% | / | CC(C)=CC1C=C(C)C(C)C2C(=O)NNC(=O)C12 (stereo not drawn)
/ | -2.1% | Cc1cc(=O)[nH]c(SCc2nc3ccccc3n2Cc2ccccc2)n1
-6.6% | 5.3% | CN(C)c1ccc(/C=C2/C(=O)ON=C2c2ccccc2)cc1Br
-7.4% | -15.5% | CCC(=O)Nc1ccc(NC(=O)c2c(C)nc3ccccn23)cc1
1.3% | 3.1% | CCn1c(=O)c(C(=O)NCc2cccnc2)c(O)c2ccccc21
-0.7% | 3.3% | CCOC(=O)c1c(NC(=O)c2cccc([N+](=O)[O-])c2)sc2c1CCC(CC)C2 (stereo not drawn)
2.3% | -4.9% | O=C(CCC1COc2ccccc2O1)Nc1ccc(Cl)cn1 (stereo not drawn)
-61.7% | / | O=C(Nc1ccc(-c2nc3ccc(NC(=O)c4cccs4)cc3[nH]2)cc1)c1cccs1
-0.9% | -11.2% | O=C(c1ccco1)N1CCN(C(=O)c2cc(-c3ccccn3)nc3ccccc23)CC1
/ | -7.0% | CCCS(=O)(=O)N1CCN(c2ccccn2)CC1
/ | 4.3% | COc1ccc(NC(=O)c2ccc(NC(=O)C(C)(C)C)cc2)cc1
-4.5% | -7.2% | CCOC(=O)c1ccc(CSc2n[nH]c(C)n2)o1
6.7% | 0.6% | Cc1ccc(NC2CC(C)N(C(=O)c3ccc(F)cc3)c3ccc(C)cc32)cc1 (stereo not drawn)
14.1%&-1.4% | / | CCSc1nc2ccccc2[nH]1
3.1% | -6.4% | CCCCOC(=O)C1[C@H]2C(=O)N(CCc3ccccc3)C[C@]23C=C[C@H]1O3 (stereo partly drawn)
/ | -1.5% | c1ccc(-c2csc(Nc3nc(N4CCOCC4)nc(N4CCOCC4)n3)n2)cc1
-1.0% | 2.4% | O=C(NCc1ccc2c(c1)OCO2)C(=O)Nc1ccccc1
-1.1% | 0.7% | Cc1cc(C)nc(NS(=O)(=O)c2ccc(-n3cccc3)cc2)n1
0.2% | -3.2% | Cc1oc(C)c2c(=O)cc(-c3ccc(O)cc3)cc(O)c12
7.5% | 1.1% | COc1ccccc1N1C(=O)C2C3C=CC(C3)C2(C)C1=O (stereo not drawn)
7.5% | -4.3% | Cc1ccc(Cl)cc1NC(=O)CSc1nnc(SCC(=O)Nc2cc(Cl)ccc2C)s1
1.0% | 1.6% | COC(=O)C1=C(C)NC(C)=C(C(=O)OC)C1c1ccc(OC)c([N+](=O)[O-])c1
0.3% | -9.5% | O=C(CN1CCCCC1)Nc1nnc(-c2ccccc2)s1
3.4% | 1.9% | CCC(Oc1ccccc1)C(=O)Nc1ccc(F)c([N+](=O)[O-])c1 (stereo not drawn)
0.3% | -2.4% | O=C(/C=C\Nc1cccc(F)c1)c1ccc2c(c1)OCO2
-6.5% | 2.4% | CNc1oc(Cc2cccc3ccccc23)nc1C#N
6.4% | -1.9% | CN1CCN(c2nc(-c3ccccc3)nc3c2oc2ccccc23)CC1

Structures shown so far containing a furan ring, fused or not, in the order listed:
Hsp70 inhibitors | MKP-3 inhibition | smiles
0.8% | 5.2% | Cc1occc1C(=O)NCc1cccc(CNC(=O)c2ccoc2C)c1
5.5% | -11.6% | O=C(O)c1cc(-c2ccco2)[nH]n1
-1.6% | / | CCC(C)NCc1ccc(C(=O)OC)o1 (stereo not drawn)
-3.9%&2.3% | 7.0% | O=C(c1cccnc1)N1CCN(C(=O)c2ccco2)CC1
-0.9% | -11.2% | O=C(c1ccco1)N1CCN(C(=O)c2cc(-c3ccccn3)nc3ccccc23)CC1
-4.5% | -7.2% | CCOC(=O)c1ccc(CSc2n[nH]c(C)n2)o1
0.2% | -3.2% | Cc1oc(C)c2c(=O)cc(-c3ccc(O)cc3)cc(O)c12
6.4% | -1.9% | CN1CCN(c2nc(-c3ccccc3)nc3c2oc2ccccc23)CC1

Next section.
Hsp70 inhibitors | MKP-3 inhibition | smiles
1.1% | -1.9% | CCOc1ccc(N(CC(=O)N2CCCC2)S(=O)(=O)c2ccc(SC)cc2)cc1
-0.7%&0.5% | 2.3%&3.1% | CCCCN(C)Cc1c(C)[nH]c2c(Cl)cccc2c1=O
-1.6% | / | CSCCC(NC(=O)OCc1ccccc1)C(=O)O (stereo not drawn)
0.8% | -2.9% | COCCCNC(=O)CN(c1cc(OC)ccc1OC)S(C)(=O)=O
2.0% | -9.0% | O=C(Nc1nc(-c2ccccn2)cs1)c1ccc(S(=O)(=O)N2CCCCC2)cc1
-0.1% | -16.1% | CCOC(=O)c1nnn(-c2nonc2N)c1COc1ccccc1
5.2% | / | CN1C(=O)CC(Sc2ncccc2C(=O)O)C1=O (stereo not drawn)
-14.5% | 14.6% | C=CCN=C1CC(C)(C)CC(=O)/C1=C(/O)CCC
/ | 2.4% | Cc1ccc(N2C(=O)CSC2c2cccnc2)cc1F (stereo not drawn)
2.0% | -13.2% | COCCNC(=O)Cn1nc(-c2ccccc2OC)ccc1=O
3.8% | 4.2% | Cc1oc2ccc(OCC(=O)c3ccccc3)cc2c1C(=O)OC(C)C
1.0% | -8.5% | COc1ccc(C(=O)Nc2cccc3c2C(=O)NC3=O)cc1S(=O)(=O)N1CCOCC1
25.4% | 4.6% | CCOC(=O)c1cn2c3c(c(F)c(F)c(F)c3c1=O)SC(N1CCCC1)=N2
-4.0% | -3.7% | CSc1cccc(NC(=O)CSc2nc3ccccc3o2)c1
4.9% | -10.2% | CCN(CC)CCN1C(=O)Cn2c(C)c(C)c3cccc1c32
9.3% | 4.0% | O=C(COc1ccccc1)Nc1ccccc1N1CCN(c2ccc(F)cc2)CC1
3.4% | -0.1% | CCOC(=O)c1ccc2nc(C)c(CC)c(Cl)c2c1
-1.6% | -10.6% | Cn1c(C(O)c2ccccc2)nc(Cl)c1Cl (stereo not drawn)
-3.8% | / | Cc1occc1-c1nnc(SCC(=O)Nc2nc3ccccc3s2)o1
0.5% | / | c1ccc(OCCSc2nc3ccccc3[nH]2)cc1
2.1%&4.3% | -1.3%&0.3% | O=C(O)CCC(C(=O)O)n1c(O)c(C2=c3ccccc3=NC2=O)sc1=S (stereo not drawn)
3.4% | -5.6% | O=C(NC1CCCc2ccccc21)C1CCN(c2nnc(-n3cccc3)s2)CC1 (stereo not drawn)
-0.4% | -10.6% | COc1cccc(-c2nc3ccc(O)cc3c(=O)o2)c1
-7.4% | 1.9% | Cc1ccc(C(=O)NCc2ccc3c(c2)OCO3)cc1N1CCCC1=O
3.1% | 1.3% | CCOc1ccc(NC(=O)c2cncc(Br)c2)cc1
-0.1% | / | Cc1ccc(-c2nnc(NC3CCCCC3)c3ccccc23)cc1S(=O)(=O)N1CCN(C)CC1
3.0% | 4.5% | COc1cc(NS(=O)(=O)c2ccc(C)cc2)cc(OC)c1O
-0.6% | 2.8% | CCOC(=O)Oc1ccc2c(-c3ccccc3)cc(=O)oc2c1
3.4% | 1.6% | COc1cc2nc(NCC3CCCO3)n3nc(-c4cccnc4)nc3c2cc1OC (stereo not drawn)
2.2% | 2.3% | Cc1cc(Cl)ccc1OCC(=O)NNC(=O)c1cccs1
-5.0% | / | COc1ccc(NC(=O)CSc2ncc(-c3ccc(F)cc3)n2Cc2ccco2)cc1
-5.9% | -9.5% | Fc1ccccc1Cn1nnc2c(NCCc3ccccn3)ncnc21
12.7% | 1.7% | COc1ccc(NC(=O)c2cc(CN3C(=O)c4ccccc4C3=O)ccc2OC)cn1
6.8% | -13.0% | CCCc1nc(SCC(=O)Nc2cc(C)on2)c2c(=O)n(C)c(=O)n(C)c2n1
-0.9% | -9.4% | NC(=O)C1CCN(S(=O)(=O)c2cccc(S(=O)(=O)N3CCCCC3)c2)CC1
5.0% | / | O=C(NCCCN1CCCC1=O)NC1CCCCC1
-8.0% | / | Cc1nc2nc(CSc3ccc(Cl)cc3)cc(=O)n2[nH]1
-2.4% | 0.0% | COCCOC(=O)c1c(C)oc2ccc(NS(=O)(=O)c3ccc(C)cc3)cc12
1.4% | 1.2% | Cc1ccc2c(c1)nnn2C1CCN(C(=O)c2cccs2)CC1
-1.4% | -10.9% | CCOC(=O)COc1ccc(C(=O)NC2CCCCC2)cc1
1.1% | -1.3% | COc1cc(C(O)c2nccn2C)cc(OC)c1OC (stereo not drawn)
-14.7% | -9.1% | c1ccc(-n2ncc3c2ncn2c(CSc4nc5ccccc5s4)nnc32)cc1

Taken from above.
COCCCNC(=O)CN(c1cc(OC)ccc1OC)S(C)(=O)=O in MKP-3 inhibition → -2.9%
CCCCCN1C(=O)/C(=C2\SC(=S)NC2=O)c2ccccc21 in Hsp70 inhibitors → 4.7%
CSCCC(NC(=O)OCc1ccccc1)C(=O)O (stereo not drawn) in Hsp70 inhibitors → -1.6%
